Bioassay records as filed in PubChem.
FXIIa inh – human FXIIa protease inhibitors, primary screen, biochemical, 1536-well; inhibition, % at 5 µM; Coagulation factor XII (Homo sapiens), P00748; actives 0.3% (n = 220,000); AID 800, 2007; purified FXIIa, Boc-QGR-AMC fluorogenic substrate, 2 h; in the data active means inhibition above about 40%;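 further: 0% = enzyme with no compound and 100% = blank without enzyme; many of its hits are not listed in these tables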
L929 necroptosis – inhibitors of zVAD-triggered necroptosis, primary screen, L929 cells | L929 zVAD necroptosis rescue, ATP luminescence, 24 h; with zVAD 60 µM | viability rescue, % at 10 µM | actives 0.38% (n = 220,000) | AID 1377, 2008;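 active means activation, scaled between plate controls, above about 75%, limit read from the data; inactive means activation under that limit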;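 further: 0% = zVAD with DMSO and 100% = DMSO alone without zVAD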
TNF necrop inh – inhibitors of TNF-alpha triggered necroptosis, primary screen, cell-based, Jurkat FADD-/-, single concentration. Jurkat FADD-/- TNF necroptosis rescue, ATP luminescence, 24 h; 0 = TNF only, 100 = no-TNF cells. activation (protection from cell death), % at 10 µM. actives 0.068% (n = 220,000). AID 463075, 2010;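 active means activation, meaning protection from cell death, of at least 50% relative to plate controls; inactive means activation below 50%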;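 further: necroptosis triggered by 40 ng/mL TNF-alpha added together with compound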
TbHK1 inh – Trypanosoma brucei hexokinase 1 inhibitors, primary screen, biochemical, G6PDH-coupled NADH absorbance, MLSCN library | recombinant TbHK1, G6PDH-coupled NADH A340 | inhibition, % at 10 µM | actives 0.11% (n = 220,000);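 active means inhibition of 50% or more in the single-dose primary screen; inactive means inhibition below 50%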
PPC-1+TRAIL kill – compounds killing PPC-1 cancer cells with TRAIL present, primary screen, TRAIL potentiator project, ATPLite luminescence, uHTS; PPC-1 cells + TRAIL, ATPLite viability luminescence; cell killing (% activity), % at 4 µM; actives 0.41% (n = 220,000); AID 1443, 2008;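 active means cell killing above 50% in the first pass at 4 µM, then a duplicate retest at 5 µM averaging 50% or more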;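 further: plate controls were cells with TRAIL plus DMSO for no effect and medium-only wells lacking cells for full effect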
CHOP inhibitor – inhibitors of CHOP promoter induction, primary screen, cell-based, unfolded protein response, luciferase reporter; CHO-K1 CHOP-promoter luciferase, tunicamycin-induced, 15-18 h; inhibition, % at 10 µM; actives 3.8% (n = 220,000);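 active means compounds that reduced the stress-induced luciferase reporter signal by more than about 70% of percent inhibition, limit read from the data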;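 further: 0% = tunicamycin plus vehicle and 100% = wells without tunicamycin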
PGE2 EP2 inh – human EP2 receptor antagonists, primary screen, TR-FRET cAMP, C6 glioma cells. inhibition, % at 25 µM. C6 glioma cells expressing human EP2; cells stimulated with saturating PGE2. actives 0.52% (n = 260,000);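 active means percent inhibition above 40 after rounding to a whole number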;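 further: rat C6 glioma host cells with rolipram phosphodiesterase inhibitor present; the protocol text gives 20 µM as final concentration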
Target sequence (P43116 whole entry, looked up): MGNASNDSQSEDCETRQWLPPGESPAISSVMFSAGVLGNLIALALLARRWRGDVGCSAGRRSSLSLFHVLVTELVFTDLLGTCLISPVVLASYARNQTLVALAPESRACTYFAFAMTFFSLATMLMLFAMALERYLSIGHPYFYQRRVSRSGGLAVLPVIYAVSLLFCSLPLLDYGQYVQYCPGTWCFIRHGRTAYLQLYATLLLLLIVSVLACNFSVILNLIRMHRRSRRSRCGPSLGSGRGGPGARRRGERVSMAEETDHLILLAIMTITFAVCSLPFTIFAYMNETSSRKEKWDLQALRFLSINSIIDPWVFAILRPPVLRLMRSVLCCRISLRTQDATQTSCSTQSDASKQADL
FXIa inh – human FXIa protease inhibitors, primary screen, biochemical, 1536-well. AID 798, 2007. inhibition, % at 5 µM. Coagulation factor XI (Homo sapiens), P03951. purified FXIa, Boc-Glu-Ala-Arg-AMC fluorogenic substrate. actives 0.14% (n = 220,000);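 active means inhibition of at least 40%; inactive means inhibition below 40%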;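 further: fluorescence of freed AMC excited at 355 nm; 0% = enzyme without compound and 100% = no enzyme blank; many of its hits are not listed in these tables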
Target sequence (P03951 19-387 limits assumed): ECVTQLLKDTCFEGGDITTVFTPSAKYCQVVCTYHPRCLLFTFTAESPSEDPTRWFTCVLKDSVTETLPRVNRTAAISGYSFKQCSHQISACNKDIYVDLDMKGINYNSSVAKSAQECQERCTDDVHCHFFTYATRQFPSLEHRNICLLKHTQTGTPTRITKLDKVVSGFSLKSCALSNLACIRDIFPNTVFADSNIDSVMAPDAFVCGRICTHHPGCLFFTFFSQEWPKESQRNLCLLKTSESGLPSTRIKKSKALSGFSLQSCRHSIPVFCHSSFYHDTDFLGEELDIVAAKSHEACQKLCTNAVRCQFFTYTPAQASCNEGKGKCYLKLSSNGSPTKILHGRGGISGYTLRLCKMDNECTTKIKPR
Target sequence (P03951 388-625 limits assumed): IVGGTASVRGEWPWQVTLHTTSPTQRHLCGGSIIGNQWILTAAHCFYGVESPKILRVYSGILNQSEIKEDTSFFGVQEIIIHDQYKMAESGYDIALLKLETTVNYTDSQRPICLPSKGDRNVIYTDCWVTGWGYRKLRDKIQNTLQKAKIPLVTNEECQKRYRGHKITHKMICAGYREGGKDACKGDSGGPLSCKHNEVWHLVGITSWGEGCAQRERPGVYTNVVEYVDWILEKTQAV
Wee1 degr inh – Wee1 degradation inhibitors, primary screen, cell-based, HeLa, Wee1K328M-luciferase, luminescence; actives 1.2% (n = 220,000); Wee1-like protein kinase (Homo sapiens), P30291; reporter increase, % at 5 µM; HeLa Luc-Wee1K328M stability; 100% = proteasome inhibitor MG132 effect;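 active means activation above the mean of all tested compounds plus 3 SD, set per screening run, cut at about 8.8% in these data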;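 further: cells exposed to compound for 20 h before luminescence read; 0% = DMSO alone and 100% = MG132 at 30 µM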
* marks the source's active call; other numbers are inactive results; nt = not tested or not shown; & = joins results of further samples. The list is partial; count on the stated rates, not on these rows.

SMILES	FXIIa inh	L929 necroptosis	TNF necrop inh	TbHK1 inh	PPC-1+TRAIL kill	CHOP inhibitor	PGE2 EP2 inh	FXIa inh	Wee1 degr inh
CCCN(CCC)S(=O)(=O)c1ccc(C(=O)N2CCC(=O)c3ccccc32)cc1	5.2	0.4	-5.1	0.5	-2.6	6.1	20.1	4.2	0.1
C=CCNc1nc(Nc2ccccc2F)nc(OCC)n1	3.1	0.3	0.0	3.7	5.3	6.0	7.9&6.3	-3.0	7.8
O=C(O)CCn1c(-c2ccccc2)cc2c1CCCC2=O	7.2	-0.3	0.0	-11.4	31.6	6.8	7.9	-1.4	-1.0
C/C(N)=C(/C#N)C(=O)CSc1nc2ccccc2c(=O)n1CCCO	7.3	3.0	2.3	1.2	5.4	4.6	7.9	4.4	2.2
C=CCN(c1ccccc1)S(=O)(=O)c1ccc(Cl)c(C(=O)OCC(=O)NCCCN2CCCC2=O)c1	8.9	1.9	-0.3	-4.4	0.0	16.5	5.3	1.6	-1.5
Cc1ccc(-n2nnnc2SCC(=O)N2Cc3ccccc3CC2C(=O)O)cc1 (stereo not given)	5.1	-0.5	1.3	5.8	0.0	17.1	9.4	12.0	-1.0
CCOC(=O)c1nnn(-c2ccc([N+](=O)[O-])cc2[N+](=O)[O-])c1C	2.2	-0.5	-9.4	0.7	22.8	-13.6	1.4	-3.4	-2.1
Cc1ccc(-n2nnc(-c3cnc4ccccc4c3)n2)cc1	19.1	1.3	-1.2	-10.9	14.0	-11.0	nt	13.6	3.2
COc1cccc(-c2noc(-c3cccs3)n2)c1	5.8	0.1	-1.4	0.4	26.1	58.5	6.3	4.2	2.6
Nc1ccc2nc(C(F)(F)F)[nH]c2c1	7.9	8.3	-0.1	-5.2	8.2	1.2	7.8	-0.8	-0.8
Cc1ccc(N=c2c([N+](=O)[O-])nn(-c3ccc(Cl)cc3)n2O)cc1C	4.1	2.5	-1.0	-1.4	22.8	43.7	6.5	-3.0	0.9
Cc1nn(Cc2ccccc2)c(Cl)c1/C=C/C(=O)OC(C(=O)NC(N)=O)C(C)C (stereo not given)	3.9	2.1	0.5	1.6	10.8	5.8	2.2	-2.3	-3.9
Cc1ccccc1NC(=O)Cn1c(C)nc2ccc(NC(=O)C3CC3)cc2c1=O	-10.8	-0.3	0.2	26.5	31.9	29.4	3.2	-18.9	-0.3
COC(=O)c1ccc(OC(=O)CS(=O)c2ccccc2[N+](=O)[O-])cc1 (stereo not given)	4.1	0.0	0.1	3.1	-0.5	8.8	2.7	-4.4	0.8
C/C(=N\Nc1ccc([N+](=O)[O-])cc1[N+](=O)[O-])C(C)C(C)C (stereo not given)	15.1	-1.0	0.5	2.3	-5.4	62.2	4.4	4.6	2.7
CC1CC(C)CN(C(=O)C(C)N(C)CC(=O)Nc2ccccc2Cl)C1 (stereo not given)	8.3	-1.3	-0.4	-2.2	9.4	9.7	6.3	3.0	-0.3
COC1=C(c2ccccc2)C(=O)c2ccccc2C1=O	4.9	8.0	-4.5	-1.9	1.2	7.4	13.2	4.6	-2.2
CC(C)(C)NC(=O)NC12CC3CC(CC(C3)C1)C2	8.1	1.5	0.2	2.1	14.7	-13.6	3.7	-1.5	-1.9
COC(=O)c1[nH]c2cccc(C)c2c1NC(=O)CN1CCN(c2ccccc2OC)CC1	8.0	0.3	-6.1	18.2	-13.9	21.8	8.7	-1.2	3.2
O=C(CC1Sc2ncnn2C1=O)Nc1ccc(Br)cc1 (stereo not given)	17.2	-0.8	-1.7	1.2	2.8	16.6	4.9	5.0	0.3
CCCCNc1oc(-c2cccs2)nc1S(=O)(=O)c1ccccc1	15.2	-0.8	1.6	19.1	10.6	49.9	6.1	7.3	-1.4
COc1cccc(-c2ncc3ccccn23)c1	11.2	-1.0	-3.3	-0.7	7.9	-15.6	13.0	7.7	0.8
C[C@@H](C(=O)NCCCCCC(=O)O)n1nnc2ccccc2c1=O	8.3	-0.5	1.1	-0.1	7.4	-2.1	7.4	-5.8	-1.0
Cn1c(/C=N/NC(=O)c2ccccc2Br)nc2ccccc21	14.9	0.3	-3.8	-43.7	0.4	83.9*	5.1	-9.9	-0.5
CCN(CC)S(=O)(=O)c1cccc(NC(=O)CN(C)C2CCCCC2)c1	3.6	1.3	0.9	1.3	4.7	-6.6	7.3	-0.6	-3.7
Cc1ccc(Oc2ccc3c(c2)C(=O)N(c2ccc(S(=O)(=O)Nc4nccs4)cc2)C3=O)cc1	2.5	0.1	-3.0	10.4	-4.4	-15.3	5.7	-4.7	1.4
COc1cccc2cc(-c3csc(CCn4nc(C)cc4C)n3)c(=O)oc12	16.0	0.9	-7.2	-18.8	1.9	15.0	12.3	3.3	0.7
Cc1cc2oc(=O)cc(CN3CCN(S(=O)(=O)c4ccc5c(c4)OCCO5)CC3)c2cc1C	10.0	0.7	-3.1	-7.1	-2.1	33.1	-1.2	-4.7	-0.1
CCOC(=O)/C(O)=C/c1ncc(C(F)(F)F)cc1Cl	11.3	0.7	-2.1	-3.0	19.3	43.1	12.1	1.5	0.7
Cc1cccc2c1nc(-c1ccccc1)n1cnnc21	10.4	0.0	-0.9	-3.8	12.5	36.2	6.5&9.7	-23.7	-1.0
COc1ccc(NC(C)=O)cc1NC(=O)CN1CCN(C(=O)c2ccco2)CC1	24.7	-0.3	0.0	0.9	-2.8	-9.0	1.8	23.8	-3.8
CCOC(=O)COc1ccc(/C=C2/SC(=Nc3ccccc3)N(Cc3cccnc3)C2=O)cc1OC	4.6	0.5	-3.8	-23.5	13.5	-12.1	11.5	-1.8	2.3
CCCNC(=O)COc1nc2ccccc2nc1N1CCOCC1	6.7	0.6	1.7	-28.4	10.7	-9.0	7.3	-4.2	-1.5
O=C(CN1CCCC1)N1CCCC(c2ccc(F)cc2)c2ccc(F)cc21 (stereo not given)	8.1	0.1	1.3	7.8	10.1	10.8	3.7	28.0	-3.2
O=C(COC(=O)c1ccccc1Nc1ccccc1)NCc1ccco1	3.5	0.3	-2.9	-5.1	10.1	21.8	5.2	-5.1	0.8
CCOc1cccc2sc(=NC(=O)c3ccc(S(=O)(=O)N4CCOCC4)cc3)n(C)c12	13.8	-0.1	-2.5	-14.4	25.4	-9.6	11.6	-5.7	1.2
O=c1c2ccccc2sn1-c1ccc(S(=O)(=O)N2CCCC2)cc1	13.2	1.6	-5.5	12.8	35.1	86.9*	2.1	7.8	1.4
CCN1CCN(c2nc3c(c(=O)[nH]c(=O)n3C)n2CCCSc2ncccn2)CC1	11.0	0.2	-1.6	-5.9	-2.1	-1.4	10.3	1.6	-1.6
COc1ccccc1OCCNc1cc(N2CCOCC2)ccc1[N+](=O)[O-]	7.3	0.0	-9.6	-5.4	10.0	18.2	25.0	-0.4	1.3
Cc1ccc(C(=O)OCC(=O)NCc2cccs2)c(C)c1	3.6	1.1	0.0	3.6	14.6	25.9	7.1	-2.8	0.7
COc1ccc2nc(C)[nH]c(=O)c2c1	7.2	0.0	-2.0	-1.5	19.0	9.9	-2.8&5.3	1.1	1.6
CCOC(=O)c1cccc(NC(=O)COc2ccc([N+](=O)[O-])cc2)c1	33.8	0.3	-6.5	-9.1	13.2	1.4	10.9	17.6	-2.2
CCOC(=O)c1ccc(-n2c(C)nc3c(cnn3-c3ccccc3Cl)c2=O)cc1	8.3	-0.4	-1.2	-5.0	-7.4	-8.4	5.5	9.7	-1.7
CCc1ccc2c(CN3CCc4ccccc43)cc(=O)oc2c1	13.9	-0.1	-0.8	-3.6	-4.9	33.4	9.3	5.9	0.7
CC(C)(C)OC(=O)NCCc1n[nH]c(=S)o1	7.3	2.1	-0.6	-6.6	5.0	11.7	4.9	4.7	4.8
CCCCOC(=O)c1ccc(NC(=O)C(=O)NCc2ccncc2)cc1	5.2	0.8	-1.0	-2.4	-3.5	43.3	6.3	-1.0	-2.3
CCC1=C2CC[C@H]3C(=O)N(c4ccccc4)C(=O)[C@H]3[C@H]2[C@@]2(C)C(=NCC3CC3)OC(=O)N2C1=O	6.2	0.2	3.5	-9.3	16.2	-11.5	6.3	1.6	nt
Nc1ccccc1C(=O)Nc1nccs1	0.1	91.0*	8.6	-13.4	14.4	-26.6	2.7	-3.6	-4.4
CN(C)c1ccc(C(=S)N2CCN(c3ccc([N+](=O)[O-])cc3)CC2)cc1	48.7*	1.0	-10.2	-17.7	10.6	28.9	2.8	51.9*	6.5
O=C(NC(Cc1ccc2c(c1)OCO2)C(=O)NC(Cc1ccccc1)C(=O)O)c1ccccc1 (stereo not given)	1.2	-0.1	0.2	6.2	2.0	-2.8	nt	-7.0	0.8
COC(=O)c1cc(NC(=O)CSc2nncn2C)cc(C(=O)OC)c1	15.2	-0.1	0.9	-0.9	9.8	-4.3	2.5	7.2	-1.8
CCOc1ccc(S(=O)(=O)N(CCO)CCO)cc1-c1nc2c(C(C)(C)C)nn(C)c2c(=O)[nH]1	-4.3	1.1	0.1	-14.5	-9.4	-21.8	5.0	-5.2	-2.1
COc1ccc(CCNC(=O)N2CCOCC2)cc1	25.3	-0.2	-1.7	-1.4	31.0	29.0	13.1&9.5	22.0	-2.6
COc1cc(NC(=O)c2nccn2C)cc(C(=O)Nc2cccc(C(F)(F)F)c2)c1	3.1	1.0	-3.0	-23.6	2.9	35.3	7.0	-1.1	nt
COc1cccc(C=Nc2ccc(C)c(F)c2)c1O	20.1	-0.2	0.0	-5.3	-7.0	12.5	3.5	3.4	3.2
O=S(=O)(c1cnc[nH]1)N1CCN(c2ccc(Cl)cc2)CC1	12.3	0.2	0.4	0.5	-5.5	6.6	9.3	5.2	0.5
CCCCC(CC)CNC(=O)C1CCCN(S(=O)(=O)c2cnc[nH]2)C1 (stereo not given)	18.4	0.0	1.9	-1.3	0.1	14.1	13.7	8.0	0.8
O=C1c2ccccc2C(=O)N1CCCc1nc(-c2cccnc2)no1	16.9	2.0	-1.0	1.9	8.7	-14.5	10.9	2.6	2.3
FC(F)(F)c1cccc(OCCN2CCN(Cc3ccccc3)CC2)c1	1.4	-0.3	1.0	1.8	13.1	37.2	7.5	-6.6	1.0
CCCN1Cc2cccc(C(=O)N3CCN(c4ccc(F)cc4)CC3)c2C1=O	17.4	-0.1	0.3	-2.9	5.2	-20.7	12.2	4.8	-0.3

Filtered by structure: the entries above with a COOH group
SMILES	FXIIa inh	L929 necroptosis	TNF necrop inh	TbHK1 inh	PPC-1+TRAIL kill	CHOP inhibitor	PGE2 EP2 inh	FXIa inh	Wee1 degr inh
O=C(O)CCn1c(-c2ccccc2)cc2c1CCCC2=O	7.2	-0.3	0.0	-11.4	31.6	6.8	7.9	-1.4	-1.0
Cc1ccc(-n2nnnc2SCC(=O)N2Cc3ccccc3CC2C(=O)O)cc1 (stereo not given)	5.1	-0.5	1.3	5.8	0.0	17.1	9.4	12.0	-1.0
C[C@@H](C(=O)NCCCCCC(=O)O)n1nnc2ccccc2c1=O	8.3	-0.5	1.1	-0.1	7.4	-2.1	7.4	-5.8	-1.0
O=C(NC(Cc1ccc2c(c1)OCO2)C(=O)NC(Cc1ccccc1)C(=O)O)c1ccccc1 (stereo not given)	1.2	-0.1	0.2	6.2	2.0	-2.8	nt	-7.0	0.8
